# Screens: PubChem BioAssay, National Center for Advancing Translational Sciences (NCATS)
# IDH1 R132H inh: blocks human mutant IDH1 R132H enzyme | AID 602179 | actives 0.093% (n = 390,000) | Potency, µM (titrated, usually from 76.6 µM), for the others: top-dose activity change, negative = inhibition, most hits filed as inhibitors | IDH1-R132H enzyme, NADPH consumption, diaphorase/resazurin fluorescence | O75874; note: potency is the fitted concentration of half-maximal effect; % is set by controls: 0 for no effect and ±100 for the full control effect; nearly all actives have a fitted effect of over 65% in size
#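 IDH1-R132H (0.5 ug/mL) preincubated 30 min with compound, then NADPH (0.016 mM) and alpha-KG (2 mM) added; 80 min at RT, pH 7.5. Remaining NADPH coupled via diaphorase/resazurin to fluorescence (540/590 nm); concentration-response curves normalized to no-enzyme control.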
# TRHR agonist: TRH receptor (human) agonism. activation, % at 2 µM. P34981. TRHR cells, calcium flux fluo-8, FDSS agonist mode. actives 0.18% (n = 360,000); in the data active = activation above about 30%; note: 0% is about no effect
#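 Agonist-mode FDSS calcium read (Ex 480/Em 530, 1 s cycles) in 1536-well TRHR cells with fluo-8 dye, after 10-cycle baseline and 23 nL compound addition; TRH at EC20 (10 nM final) added afterwards for the enhancer phase.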
# D2 antagonist: antagonizes the human D2 dopamine receptor. P14416. inhibition, % at 10 µM. HEK293 TREx D2 cells, calcium flux, dopamine EC80. actives 2% (n = 340,000); in the data active = inhibition above about 30%; note: 0% is about no effect
#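 Cells plated overnight at 30 C with tetracycline; no-wash calcium dye, 30–90 min RT; 10 s baseline; compound pinned; 180 s read; EC80 dopamine added; another 180 s read.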
# TrxR1 substrate: rat thioredoxin reductase 1 substrate activity; purified TrxR1 substrate turnover, NADPH consumption readout; Potency, µM (titrated, usually from 114 µM), for inactives: at the highest dose activity change, negative = substrate turnover; actives 0.01% (n = 390,000); AID 588456; note: potency is the fitted concentration of half-maximal effect; % is set by controls: 0 for no effect and ±100 for the full control effect; nearly all actives have a fitted effect of over 50% in size
#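 Rat TrxR1, dispensed at 90 nM, was prereduced with 400 uM NADPH (final) for 5 min at ~22 deg C, then incubated with compound 15 min before 400 uM selenite. A first-read NADPH fluorescence drop versus no-compound background flagged substrates.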
# D2 ag: D2 dopamine receptor (human) agonism; P14416; HEK293 T-REx D2 cells, calcium flux agonist mode; activation, % at 2 µM; actives 0.53% (n = 340,000); AID 485358;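 active = activation over 3 SD above normal in the single-dose calcium agonist read, cut at about 30% in these data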; note: 0% is about no effect
#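 Calcium-flux readout, 1 cycle/sec over 180 s following compound pin transfer, in inducible HEK293 Trex D2 cells (force-coupled); dopamine controls included. Positive calcium responses during this window marked compounds as potential agonists.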
# USP1-UAF1 inh: blocks the human USP1/UAF1 deubiquitinase complex; O94782; recombinant USP1/UAF1, Ub-Rhodamine cleavage fluorescence; Potency, µM (top dose mostly 57.1 µM), without a hit: at the highest dose activity change, negative = inhibition, actives largely listed as inhibitors; actives 0.23% (n = 390,000); AID 743255; note: potency is the fitted concentration of half-maximal effect; % is set by controls: 0 for no effect and ±100 for the full control effect; nearly all actives have a fitted effect of over 60% in size; inactives centre near -12
# Target sequence (O94782 whole entry, looked up): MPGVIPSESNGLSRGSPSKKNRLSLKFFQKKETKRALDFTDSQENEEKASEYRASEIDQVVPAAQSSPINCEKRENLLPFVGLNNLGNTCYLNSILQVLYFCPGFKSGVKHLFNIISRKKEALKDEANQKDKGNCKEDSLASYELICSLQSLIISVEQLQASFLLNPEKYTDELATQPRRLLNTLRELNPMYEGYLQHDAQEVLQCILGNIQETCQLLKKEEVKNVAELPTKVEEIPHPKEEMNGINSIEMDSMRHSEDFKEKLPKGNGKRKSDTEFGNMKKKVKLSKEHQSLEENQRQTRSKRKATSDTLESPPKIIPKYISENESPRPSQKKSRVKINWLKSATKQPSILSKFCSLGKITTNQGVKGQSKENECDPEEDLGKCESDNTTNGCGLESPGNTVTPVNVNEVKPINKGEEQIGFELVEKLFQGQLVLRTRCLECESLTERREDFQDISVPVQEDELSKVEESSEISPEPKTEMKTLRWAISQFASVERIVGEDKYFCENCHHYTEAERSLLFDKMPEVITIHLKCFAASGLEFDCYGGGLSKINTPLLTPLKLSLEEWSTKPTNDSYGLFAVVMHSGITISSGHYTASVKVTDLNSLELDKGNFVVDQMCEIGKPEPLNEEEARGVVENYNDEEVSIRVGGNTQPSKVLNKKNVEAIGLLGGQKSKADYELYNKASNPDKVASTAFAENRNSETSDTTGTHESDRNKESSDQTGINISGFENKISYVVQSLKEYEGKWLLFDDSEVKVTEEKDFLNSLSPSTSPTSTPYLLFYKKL
#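 USP1/UAF1 complex (1 nM) preincubated 15 min at room temperature with compound, then Ub-Rho substrate (150 nM final) added. Kinetic fluorescence at 480/540 nm over 6 reads at 60 s intervals; 50 mM HEPES pH 7.8, 0.5 mM EDTA, 0.1 mg/ml BSA, 1 mM TCEP, 0.01% Tween-20.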
# PI4K2A block: inhibitors of human PI4K2A; activity change, negative = inhibition, % at 76.9 µM; Q9BTU6; AID 1346378; purified PI4K2A, ADP-Glo luminescence, 1 h; active compounds read low; actives 0.13% (n = 420,000); in the data active = activity change below about -50%; inconclusive = mostly about -30% to -49%;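 note: -100% = wells without enzyme as full effect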
#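 Compounds are screened against recombinant PI4K2A using PI as substrate and ATP, the latter dispensed at 300 microM. Reactions run one hour at ambient temperature before ADP-Glo detection; full inhibition defined by wells lacking enzyme.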
# TrxR1 inh: blocks rat thioredoxin reductase 1; actives 1% (n = 390,000); Potency, µM (titrated, usually from 114 µM), for the others: at the top dose activity change, negative = inhibition, hits mostly inhibitors; AID 588453; recombinant rTrxR1, NADPH fluorescence consumption, selenite substrate; O89049; note: potency is the fitted concentration of half-maximal effect; % is set by controls: 0 for no effect and ±100 for the full control effect; nearly all actives have a fitted effect of over 65% in size
#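 Rat TrxR1 (90 nM in the dispensed reagent) was pre-reduced with 400 uM NADPH for 5 min at room temperature, then incubated with compound for 15 min. After 400 uM selenite was added, NADPH fluorescence (Ex 340/Em 450 nm) was followed for 8 min.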
# TRHR PAM: allosterically enhances the human TRH receptor. TRHR cells, fluo-8 calcium fluorescence, EC20 TRH enhancement. enhancement, % at 2 µM. P34981. actives 0.66% (n = 360,000); in the data active = enhancement above about 30%; note: 0% is about no effect
#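 TRHR-expressing cells loaded with fluo-8 calcium dye were read kinetically (ex 480/em 530) during compound addition, then stimulated with an EC20 of TRH (10 nM final). Enhancement of the Gq-mediated intracellular calcium response was scored.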
# The depositor's hits bear a star; ? = inconclusive; · = not tested or not shown; [ ] = dose if it differs, or a comment. Unless noted, calls come from the whole dose curve; as a rule, active = well fitted inhibition curve with a large enough effect; inconclusive = small, poorly fitted or top-dose-only effect; inactive = no such curve, though single readings can be large or run the other way.
SMILES,IDH1 R132H inh,TRHR agonist,D2 antagonist,TrxR1 substrate,D2 ag,USP1-UAF1 inh,PI4K2A block,TrxR1 inh,TRHR PAM
CCN(CC)CCCn1c(C)cc2c(c1=O)C(c1ccc(OC)c(OC)c1OC)C(C#N)=C(N)O2 (centres undefined),1%,-0.6,-7,-5%[11.4 µM],-2.6,0%,-1,-1%[11.4 µM],-2
O=C(Nc1ccc(N2CCN(C(=O)c3ccco3)CC2)c(Cl)c1)c1c(F)c(F)c(F)c(F)c1F,2%,-0.1,-13,-7%,0.5,-18%,0,0%,-6
CC1CCCC(NC(=O)c2cccc(S(=O)(=O)N3CCN(c4ccccc4)CC3)c2)C1C (centres undefined),2%,-0.1,·,8%,·,-12%,-1,10%,-6
COc1ccc(N2C(=O)C3CCCN3C2c2ccc(C)o2)cc1Cl (centres undefined),2%,0.3,-1,-3%,0.4,-13%,-3,?,13
O=C(Cn1c(=O)[nH]c2ccsc2c1=O)NC1CCCCC1,1%,0.4,-1,2%,0.5,-10%,5,2%,-1
Cc1nc(SCC(=O)N2CCOCC2)c2c3c(sc2n1)CCC3,9%,·,·,-2%,·,-9%,-3,-4%,·
Cc1ccc(OCC(=O)Nc2nonc2-c2ccc(Br)cc2)cc1,·,-0.5,·,-5%,·,-14%,2,26%,2
COc1ccccc1C1C=C(c2ccc(F)cc2)Nc2nc(-c3ccc(Cl)cc3)nn21 (centres undefined),-18%,1.3,·,1%,0.1,-10%,-3,18%,6
CC(C)Sc1nc2ncnc(N)c2[nH]1,22%,0.7,-11,7%[57.1 µM],0.5,4%,-13,24%[57.1 µM],-5
Cc1ccc(C(=O)Nc2cccc(C(=O)O)c2)cc1,3%,-0.1,3,-2%,0.0,-12%,-13,14%,0
C/C=C/Cn1c(N2CCCCCC2)nc2c1c(=O)[nH]c(=O)n2C,2%,-0.3,-4,5%[57.1 µM],1.1,0%,0,4%,0
COc1ccc(C2CC(c3ccccc3)=NN2C(=O)c2ccc(Cl)c([N+](=O)[O-])c2)cc1 (centres undefined),-2%,0.5,-3,-13%,1.9,-9%,3,-13%,10
C=CCOCCN(C)C1=NS(=O)(=O)c2ccccc21,9%,0.3,8,2%[57.1 µM],1.7,-16%,3,11%[57.1 µM],-5
Cc1cccc(NC(=O)c2cccc(N3C(=O)C4C5CCC(C5)C4C3=O)c2)c1C (centres undefined),0%,0.7,17,3%[57.1 µM],-0.7,-3%,-2,-7%[57.1 µM],7
Cc1ccc2c(c1)NC(c1cccnc1)=NC(c1ccc(F)cc1)=N2,·,-0.7,·,-13%,-1.2,?,-11,-13%,10
Oc1cccc(C(O)CNCc2ccc(-c3ccccc3)cc2)c1 (centres undefined),8%,0.8,-15,3%[57.1 µM],-0.3,-9%,6,16%[57.1 µM],3
NS(=O)(=O)c1ccc(NC(=S)N2CCC(O)CC2)cc1,6%,-0.3,7,-17%[57.1 µM],0.0,-24%,2,13%[57.1 µM],-2
COc1ccc(CC(=O)NC2CC(=O)N(c3cccc(F)c3)C2)cc1OC (centres undefined),9%,0.2,·,2%[57.1 µM],0.2,?,-3,20%[57.1 µM],7
CCOC(=O)C1(Cc2ccccc2)CCCN(C2CCN(C(C)=O)CC2)C1 (centres undefined),2%,1.8,5,5%[57.1 µM],-0.6,-8%,2,14%[57.1 µM],-6
CC1CCN(CC(=O)NCCc2ccc(F)cc2)CC1,3%,0.6,6,-4%[57.1 µM],0.2,-8%,0,8%[57.1 µM],3
COc1ccc(NC(=O)C2CCN(S(=O)(=O)c3c(C)noc3/C=C/c3ccc(C)cc3)CC2)cc1Cl,-3%,0.1,·,-9%[57.1 µM],1.2,-18%,-2,-8%[57.1 µM],3
O=C(CN1C(=O)COc2ccccc2C1=O)c1ccc2c(c1)OCCO2,-3%,-0.1,-12,4%,0.3,-20%,-3,10%,-3
N#CC1CN(Cc2ccccc2)CN(Cc2ccccc2)C1,0%,-0.2,-7,-4%,-0.2,-15%,-2,12%,-2
Cc1cc(NC(=O)CSc2nc(CCC3CCCC3)nc3ccccc23)no1,2%,-0.7,-4,-6%,-0.1,-14%,7,-19%,-3
Cc1cccc(NC(=O)c2nc[nH]c2C(=O)N[C@@H](Cc2ccccc2)C(=O)OC(C)(C)C)c1,-9%,0.9,-13,1%[57.1 µM],0.9,?,-1,14%[57.1 µM],6
CCOC(=O)C1CCN(C(=O)c2cc3ccc4cccnc4c3[nH]2)CC1,-2%,-0.9,·,-12%,0.3,-6%,-9,3%,24
CC(=O)c1ccc(OCCCC(=O)OCc2nnc(-c3ccc(Cl)cc3)o2)cc1,2%,0.3,-16,8%,-1.9,-2%,-9,31%,2
C=CCN(CC=C)CCOc1ccccc1[N+](=O)[O-],11%,0.2,6,-2%[57.1 µM],4.2,-11%,4,4%[57.1 µM],-3
O=C(Cc1ccccc1)N1CCNCC1,8%,0.3,11,5%[57.1 µM],0.6,-10%,7,16%[57.1 µM],55*
CCCNC(=O)C1CCN(S(=O)(=O)c2cccs2)CC1,8%,0.2,-40,4%,0.0,-20%,-4,20%,4

# One compound at a time (already shown). Order of values: IDH1 R132H inh, TRHR agonist, D2 antagonist, TrxR1 substrate, D2 ag, USP1-UAF1 inh, PI4K2A block, TrxR1 inh, TRHR PAM
# N#CC1CN(Cc2ccccc2)CN(Cc2ccccc2)C1 is entered as 0%, -0.2, -7, -4%, -0.2, -15%, -2, 12%, -2
# CC1CCN(CC(=O)NCCc2ccc(F)cc2)CC1 is entered as 3%, 0.6, 6, -4%[57.1 µM], 0.2, -8%, 0, 8%[57.1 µM], 3
# C/C=C/Cn1c(N2CCCCCC2)nc2c1c(=O)[nH]c(=O)n2C is entered as 2%, -0.3, -4, 5%[57.1 µM], 1.1, 0%, 0, 4%, 0

# The list continues.
SMILES,IDH1 R132H inh,TRHR agonist,D2 antagonist,TrxR1 substrate,D2 ag,USP1-UAF1 inh,PI4K2A block,TrxR1 inh,TRHR PAM
O=C(NCC(c1ccco1)N1CCc2ccccc2C1)c1c(F)cccc1F (centres undefined),5%,1.1,10,-8%,0.5,-23%,-7,-3%,-3
O=[N+]([O-])c1cc([N+](=O)[O-])c(Oc2cc(Cl)cc(Cl)c2)cc1NN1CCCCC1,5%,0.5,-12,0%,-1.5,-31%,2,-5%,-7
CCOC(=O)CCc1c(C)c2ccc(OCC)c(C)c2oc1=O,4%,0.8,4,43%[activator],-0.6,6%,3,35%[activator],-4
Cc1cc(=O)oc2cc(O)cc(OCc3ccccc3)c12,9%,·,·,127%[57.1 µM],·,-23%,-7,9%[11.4 µM],·
O=C(NNS(=O)(=O)c1ccc(Cl)cc1)c1cnn(-c2ccccc2)c1-n1cccc1,2%,-0.1,-2,8%[57.1 µM],-0.5,-23%,-1,10%[57.1 µM],12
NNc1nc2sc3c(c2c(=O)n1C1CCCCC1)CCN(Cc1ccccc1)C3,1%,2.2,-5,-19%[57.1 µM],5.4,4%,-1,7%[57.1 µM],-2
Cc1ccc2nc(-c3ccc(NC(=O)COC(=O)c4ccc(=O)[nH]c4)cc3)sc2c1,2%,-0.6,14,22%[57.1 µM],-0.4,-16%,3,13%[57.1 µM],11
CCOc1cc2c(cc1/C=C/C(=O)O)OC(C)C2 (centres undefined),-1%,0.1,-4,321%[activator],-0.6,-15%,-15,-28%,1
Cc1ccc(N=CNc2ccc(C)cc2C)c(C)c1,3%,0.5,-10,-5%,0.4,-2%,3,24%[57.1 µM],2
COc1ccccc1N1CCN(C(=O)/C=C/c2c(Cl)nc3ccccn23)CC1,5%,-0.4,-4,-10%,0.3,-32%,1,-18%,2
CCOc1ccccc1NC(=O)Cn1c(=O)sc2ccccc21,-3%,-0.5,11,8%[57.1 µM],-1.8,-8%,2,17%[57.1 µM],-6
Cc1csc(NC(=O)c2ccc(C)s2)n1,5%,·,·,0%,·,-15%,-4,9%,·
Cc1ccc(NC(=O)CN2CCCN(Cc3ccccc3Cl)S2(=O)=O)c(C)c1,-9%,0.3,·,-5%,-0.6,-30%,2,5%,-2
COc1ccc(-c2nc(C#N)c(N3CCCCC3)o2)cc1,1%,0.0,6,69%[activator][57.1 µM],0.3,-7%,5,23%[57.1 µM],-5
COc1ccc(N2C(=O)C3CCCN3C2c2cc(OC)c(OC)c(OC)c2)cc1 (centres undefined),12%,-0.8,-7,10%[57.1 µM],0.6,-6%,2,6%[57.1 µM],9
O=S1(=O)CCC(N=Cc2cc(Br)ccc2O)C1 (centres undefined),1%,0.2,10,7%[57.1 µM],-0.5,-8%,-1,1%[57.1 µM],-3
CC(OC(=O)c1ccc(Cl)nc1)C(=O)N1CCc2ccccc21 (centres undefined),-5%,-0.2,-7,-10%[57.1 µM],0.2,1%,-1,12%[57.1 µM],11
CS(=O)(=O)N(CC(=O)N1CCC(C(N)=O)CC1)c1cc(C(F)(F)F)ccc1Cl,2%,0.8,9,7%[11.4 µM],0.8,-3%,-2,11%[11.4 µM],5
COc1ccc(CCNC(=O)CSc2nc3[nH]ncc3c(=O)n2-c2ccc(Br)cc2)cc1OC,-4%,-0.3,19,6%[0.0914 µM],-5.7,-19%,-1,3%[57.1 µM],-1
COc1ccc(CCNC(=O)c2cc(S(=O)(=O)N3CCCCC3)ccc2Cl)cc1,-7%,-0.1,-1,-6%[57.1 µM],-1.1,-21%,-5,-5%[57.1 µM],5
COc1cc(CN2CCCC(CO)(Cc3ccccc3)C2)ccc1O (centres undefined),4%,0.3,·,5%[57.1 µM],·,-9%,4,-5%,2
O=C(CCSc1ccccc1)OCn1nnc2ccccc2c1=O,4%,-2.2,3,-19%[57.1 µM],0.7,-10%,0,23%[57.1 µM],0
